# Source: PubChem (several laboratories)
# BaF3 parental: counter-screen for JAK2V617F inhibitors: parental Ba/F3 viability inhibitors | hit rate 1.1% among 220,000 | inhibition, % at 5.6 µM | AID 1486 | CellTiter-Glo ATP luminescence;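 active = inhibition above a per-campaign cutoff, the mean inhibition of all tested compounds plus 3 SD, cut at about 27% in these data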;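 also: 0% = DMSO wells and 100% = JAK Inhibitor I control wells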
# Wee1 degr inh: human Wee1 degradation inhibition, primary screen. P30291. HeLa Luc-Wee1K328M stability, luciferase luminescence; 100% = proteasome inhibitor MG132 effect. reporter increase, % at 5 µM. hit rate 1.2% among 220,000. AID 1321;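 active = activation above the mean of all tested compounds plus 3 SD, set per screening run, cut at about 8.8% in these data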;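 also: cells exposed to compound for 20 h before luminescence read; 0% = DMSO alone and 100% = MG132 at 30 µM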
# PERK inh: inhibitors of human PERK kinase; inhibition, % at 5.6 µM; hit rate 0.17% among 220,000; CHO PERK-DD fusion, SEAP luminescence translation reporter; Q9NZJ5;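 active = inhibition above the mean inhibition of all tested compounds plus 3 SD, set separately per screening campaign, cut at about 2.9% in these data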;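 also: PERK kinase domain activated by AP20187 dimerizer at 100 nM; 0% = DMSO with dimerizer and 100% = rapamycin at 8.4 µM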
# S1P4 agonist: activates the human S1P4 receptor; O95977; S1P4-expressing cell line, agonist reporter assay; activation, % at 4.98 µM; hit rate 0.35% among 220,000; AID 1509; in the data active = activation above about 11%;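 also: 0% = DMSO vehicle and 100% = reference agonist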
# eIF4E-4G inh: inhibitors of eIF4E and eIF4G interaction in translation initiation; AID 782; hit rate 0.37% among 220,000; inhibition, % at 21.7 µM; P63073+Q04637; TR-FRET eIF4E-eIF4GI(517-606) binding, 2 h;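 active = inhibition above about 30%, limit read from the data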;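 also: 0% = full FRET control wells and 100% = background wells lacking eIF4GI fragment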
# MDM2 E3 inh: inhibitors of human Mdm2 E3 ubiquitin ligase; Q00987; cell-based MDM2 ubiquitination luciferase reporter, 2 h; 0 = plate control, 100 = twice control, blank-subtracted; signal enhancement, % at 5 µM; hit rate 0.11% among 210,000; AID 1230;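 active = signal enhancement of 30% or more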;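 also: luminescence tracks abundance of the self-degrading MDM2-luciferase fusion protein; higher signal means inhibition of MDM2 E3 ligase activity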
#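 system = mammalian cells stably expressing self-ubiquitinating, self-degrading MDM2 E3–luciferase fusion | quantity = 2000 cells per well seeded | incubation = 4 h cell settling then 2 h compound exposure, 37 °C | signal = SteadyLite luminescence, 15 min reagent step | benchmarks = plate control and blank wells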
# Ba/F3 V617F tox: loss of viability in JAK2V617F-driven Ba/F3 cells | Ba/F3 EpoR-JAK2V617F viability, ATP luminescence | inhibition, % at 5.6 µM | hit rate 1.1% among 220,000 | AID 1446;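 active = inhibition above the campaign mean plus 3 SD over all tested compounds, cut at about 24% in these data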;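 also: cytokine-independent growth of Ba/F3 cells driven by EpoR plus mutant JAK2; 0% = DMSO-treated cells and 100% = JAK inhibitor I control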
# S1P4 antagonist: human S1P4 receptor antagonism; O95977; inhibition, % at 4.98 µM; hit rate 0.26% among 220,000; S1P4-expressing cells, antagonist mode, reporter read-out; in the data active = inhibition above about 29%;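 also: 0% = wells stimulated with agonist and 100% = vehicle wells without agonist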
# NPY2 pot ag: potentiators or agonists of human neuropeptide Y receptor Y2; P49146; cells expressing NPY-Y2, potentiator/agonist read-out; activation, % at 3.6 µM; hit rate 0.45% among 220,000; AID 1359; in the data active = activation above about 27%;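 also: cells stimulated with NPY near EC25 plus isoproterenol at EC100; 0% = vehicle plus submaximal agonist and 100% = vehicle plus saturating agonist; some results beyond the cut were filed as inactive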
# * marks the source's active call; other numbers are inactive results; [ ] = dose if it differs, or a comment.
item	molecule	BaF3 parental	Wee1 degr inh	PERK inh	S1P4 agonist	eIF4E-4G inh	MDM2 E3 inh	Ba/F3 V617F tox	S1P4 antagonist	NPY2 pot ag
1	Cc1ccc2nc(S(=O)(=O)O)[nH]c2c1	0	3	0.4	-2.3	-1	-4	-5	-10	2
2	N#CCOC(=O)C1CSC2(c3ccc(Br)cc3)CCC(=O)N12 (centres undefined)	6	-2	0.8	0.9	1	-6	0	-3	10
3	CCC(C)(C)n1nnnc1C(c1cc2cc(C)cc(C)c2[nH]c1=O)N1CCN(Cc2ccc3c(c2)OCO3)CC1 (centres undefined)	5	-1	-0.9	-4.5	-32[fluorescence artefact?]	3	0	-3	-2
4	Oc1ccc(CNc2ccc(F)cc2)c2cccnc12	4	-2	-0.2	-0.1	15	-9	2	-5	-8
5	Cc1ccsc1C(=O)OCC(=O)N1CCOCC1	7	-3	0.3	-0.1	1	4	1	-35	-3
6	Cc1noc(N)c1C(=O)Nc1ccc(F)c(Cl)c1	1	2	0.2	-1.9	8	-5	3	7	9
7	O=C(NCc1ccco1)C1CC(c2ccc(Cl)cc2)=NO1 (centres undefined)	1	3	-0.3	-0.5	-2	-3	3	-11	-33
8	COc1cc2c(cc1OC)CN(C(=S)Nc1ccc(C)cc1C)CC2	1	-1	-0.2	2.3	3	-7	-4	-14	10
9	Cc1ccc(NC(=O)c2cc(-c3cccs3)nc3ccccc23)nc1	4	-3	-0.4	0.7	-3	-12	1	23	-54
10	N=C1/C(=C/c2cccs2)C(=O)N=C2SN=C(SCc3ccccc3)N12	0	2	1.1	-0.6	14[fluorescence artefact?]	-4	-2	-3	-8
11	CN(C)C(CNC(=O)Cc1cccc(C(F)(F)F)c1)c1ccco1 (centres undefined)	8	0	-0.9	1.7	0	-6	3	2	-5
12	O=S(=O)(CC(CN1CCOCC1)N1CCOCC1)c1ccccc1 (centres undefined)	-1	0	-0.6	-0.5	2	-7	-2	-11	2
13	C=CCOc1c(Br)cc(CNc2ccc(NC(=O)C(C)C)c(OC)c2)cc1OC	9	1	0.3	1.0	-9[fluorescence artefact?]	-61	-1	0	-8
14	CC1CCN(c2ncnc3c2cnn3Cc2ccc(Cl)cc2)CC1	6	-1	-0.9	1.2	-1	3	1	-16	-21
15	CCc1nnc(NC(=O)CN2CCN(C3CCCCC3)CC2)s1	2	1	-0.9	-1.4	5	-21	-1	-3	-3
16	CN(Cc1ccccc1)C(=O)c1ccco1	1	-4	0.9	0.9	4	-4	-2	-5	1
17	Cn1c(=Nc2ccc(N3CCOCC3)cc2)ccc2ccccc21	-3	-3	0.3	-1.1	-5[fluorescence artefact?]	-18	-2	-27	10
18	CC(NC(=O)Cn1c(NCCO)nc2ccccc21)C1CC2CCC1C2 (centres undefined)	5	-1	0.9	-2.9	2	-19	6	-12	-12
19	CC(C)=C1C2CC2C2C(C(=O)O)C12 (centres undefined)	3	0	0.6	0.8	3[fluorescence artefact?]	-6	0	-5	13
20	CCOc1ccc(-c2nn[nH]n2)cc1	0	-2	1.0	-1.5	4[fluorescence artefact?]	-2	0	6	14

# A different layout for two compounds above:
15. CCc1nnc(NC(=O)CN2CCN(C3CCCCC3)CC2)s1
  BaF3 parental: 2 | Wee1 degr inh: 1 | PERK inh: -0.9 | S1P4 agonist: -1.4 | eIF4E-4G inh: 5 | MDM2 E3 inh: -21 | Ba/F3 V617F tox: -1 | S1P4 antagonist: -3 | NPY2 pot ag: -3

16. CN(Cc1ccccc1)C(=O)c1ccco1
  BaF3 parental: 1 | Wee1 degr inh: -4 | PERK inh: 0.9 | S1P4 agonist: 0.9 | eIF4E-4G inh: 4 | MDM2 E3 inh: -4 | Ba/F3 V617F tox: -2 | S1P4 antagonist: -5 | NPY2 pot ag: 1

# Going on with the list:
item	molecule	BaF3 parental	Wee1 degr inh	PERK inh	S1P4 agonist	eIF4E-4G inh	MDM2 E3 inh	Ba/F3 V617F tox	S1P4 antagonist	NPY2 pot ag
21	COc1ccccc1NC(=O)NC1(C(=O)N2CCCCCC2)CCCCC1	-1	-3	1.2	-0.2	0	-6	-2	5	15
22	CCOC(=O)C1=C(C)NC(=O)NC1c1cc(C)sc1C (centres undefined)	2	-1	-0.1	0.0	-4[fluorescence artefact?]	-2	-6	13	6
23	Cc1ccc(-c2nc3c(c(=O)c4ccccc4n3C)c(=O)n2-c2ccc(F)cc2)cc1	1	3	-1.3	0.8	0	-15	1	-4	-5
24	COCCn1c(C)cc(C(=O)COC(=O)/C=C/c2cccc(OC)c2)c1C	-4	1	1.3	0.3	3	-16	-3	-9	-9
25	Cc1cc(C)nc(N(C#N)CC(=O)N2CCC(C(N)=O)CC2)n1	-1	-2	1.4	0.7	-2	-29	-2	0	1
26	N#Cc1ccc(CNc2cnccn2)cc1	10	1	0.7	1.6	-4	-16	2	1	3
27	COC(=O)c1c(NC(=O)C2c3ccccc3Oc3ccccc32)sc(C)c1C	-2	3	0.0	0.1	-1	5	-6	-27	-5
28	CCOC(=O)c1cnc2nc(C)[nH]n2c1=O	8	5	0.5	0.3	-5	-26	-3	-2	13
29	O=C(CCl)NCCCCCCCCCNC(=O)CCl	1	0	0.4	-1.1	11	3	2	-24	-5

# Complete entries, quoted from the list. Values in the order: BaF3 parental, Wee1 degr inh, PERK inh, S1P4 agonist, eIF4E-4G inh, MDM2 E3 inh, Ba/F3 V617F tox, S1P4 antagonist, NPY2 pot ag
# Entry for O=C(CCl)NCCCCCCCCCNC(=O)CCl → 1, 0, 0.4, -1.1, 11, 3, 2, -24, -5
# Entry for COCCn1c(C)cc(C(=O)COC(=O)/C=C/c2cccc(OC)c2)c1C → -4, 1, 1.3, 0.3, 3, -16, -3, -9, -9
# Entry for COc1ccccc1NC(=O)NC1(C(=O)N2CCCCCC2)CCCCC1 → -1, -3, 1.2, -0.2, 0, -6, -2, 5, 15
# Entry for COC(=O)c1c(NC(=O)C2c3ccccc3Oc3ccccc32)sc(C)c1C → -2, 3, 0.0, 0.1, -1, 5, -6, -27, -5
